PhoP GFP inhibition: Inhibition of PhoP regulon, Salmonella typhi GFP reporter cells, confirmation, 4 h (AID 1850) | Salmonella Typhi PhoP-promoter GFP reporter, fluorescence, 4 h; higher % means a stronger effect | one-dose inhibition, % at 50 µM; IC50 in µM for titrated hits | 310,000 tested, 0.33% active; in the data active means a potency from the dose series; inconclusive means inhibition mostly from about 25% at the one dose, without a potency; inactive means the rest, 99 in 100 with inhibition below about 19%;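 further: 0% = induced wells with vehicle and 100% = uninduced wells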
H1N1 NS1A inhibition: NS1A inhibition, H1N1 influenza, cell based functional assay (AID 504329); NS1A functional cell-based assay, percent inhibition; higher % means a stronger effect; inhibition, % at 12.5 µM, or IC50 in µM where a hit was titrated; 340,000 tested, 0.3% active; in the data active means a potency from the dose series; inconclusive means inhibition above about 27% without an active follow-up result; further: strong numbers were not always called active
M. tuberculosis: growth inhibition of non-replicating M. tuberculosis (AID 488890); inhibition, % at 25 µM; hits with a dose series show IC50 in µM; 320,000 tested, 0.39% active; Mycobacterium tuberculosis non-replicating, growth inhibition; higher % means a stronger effect; in the data active means a potency from the dose series; inconclusive means inhibition mostly from about 82% at the one dose, without a potency; inactive means the rest, 99 in 100 with inhibition below about 76%;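 further: plate controls were DMSO cells for no effect and high antibiotic wells for full effect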
VEEV TC-83 Vero: inhibitors of VEEV TC-83 cytopathic effect, confirmation, Vero cells (AID 588727); Vero cells, VEEV TC-83 cytopathic effect inhibition; higher % means a stronger effect; inhibition, % at 20 µM; hits with a dose series show IC50 in µM; 350,000 tested, 0.13% active; in the data active means a potency from the dose series; inconclusive means inhibition mostly from about 14% at the one dose, without a potency; inactive means the rest, 99 in 100 with inhibition below about 12%; further: strong numbers were not always called active
H37Rv inhibition: M. tuberculosis growth inhibition, HTS (AID 449762). inhibition, % at 25 µM; hits with a dose series show IC50 in µM. M. tuberculosis H37Rv growth inhibition, 7H9 media; higher % means a stronger effect. 330,000 tested, 0.59% active; in the data active means a potency from the dose series; inconclusive means inhibition above about 70% without an active follow-up result;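 further: bacterial growth assessed after seven days of incubation; strong numbers were not always called active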
Active calls of the source: *; i = inactive; ? = inconclusive; / = not tested or not shown; & = joins results of further samples. This is a random part of the collection (roughly 1.5% active in at least one column).

structure	PhoP GFP inhibition	H1N1 NS1A inhibition	M. tuberculosis	VEEV TC-83 Vero	H37Rv inhibition
Cc1ccc(C(=O)NCCN2C3=NC[C@@H](Cc4ccccc4)N3C[C@H]2Cc2ccc(O)cc2)cc1Br	47µM*	16%	?	i	?
CCN(C(=O)Cc1c(C(=O)O)[nH]c2ccccc12)c1cc(OC)ccc1OC	1%	-10%	8%	1.8%	2%
CN(CCO)CC(O)Cn1cnc2c1c(=O)n(C)c(=O)n2C (configuration not stated) (tested in a mixture with another compound)	23%&16%	-3%	0%	1.0%	-7%
O=[N+]([O-])c1ccc(N2CCN(Cc3ccc(Br)o3)CC2)cc1	-4%	-17%	/	i	3%
COc1cccc(CCN2CCC(CNS(=O)(=O)c3cc(-c4cc(C)no4)ccc3C)CC2)c1	8%	5%	64%	2.6%	31%
O=C(C1CC(=O)N(c2ccc3c(c2)OCCO3)C1)N1CCN(Cc2ccccc2F)CC1 (configuration not stated)	/	-7%	-1%	3.7%	-2%
CCN(CC)c1ncnc2ccc(Br)cc12	-12%	-1%	8%	11%	-4%
COc1cc(C(=O)NNC(=O)CSc2nnc3ccccn23)cc(OC)c1OC	/	-6%	2%	2.6%	-5%
O=C(Nc1cccnc1)c1ccc(Cl)c([N+](=O)[O-])c1	4%	1%	1%	2.2%	1%
C=C(C)Cn1c(-c2cccc([N+](=O)[O-])c2)n[nH]c1=S	-3%	7%	-7%	5.4%	-4%
COc1ccc(C(=O)CN2C(=O)c3ccccc3C2=O)c(OC)c1C	-3%	9%	-22%	0.3%	-5%
Cc1ccc(Cl)cc1NC(=O)CN1CCOCC1	6%	12%	-2%	i	-5%
CCSC(=Nc1ccccc1)C1=C(O)COC1=O	3%	-5%	64%	1.0%	3%
CCOC(=O)N1CCN(C(=O)CSCc2nc(-c3ccccc3C)oc2C)CC1	-3%	4%	7%	0.6%	11%
COc1ccc(/C(C)=N/NC(=O)c2sccc2-n2cccc2)cc1	-3%	-2%	9%	0.7%	3%
COc1ccc(C(C)(C)C)cc1NC(=O)c1ccc2c(c1)SC1=NS(=O)(=O)CCN12	4%	-7%	-2%	1.0%	15%
COc1ccccc1N1CCN(C(=O)C(Sc2ccccc2)c2ccccc2)CC1 (configuration not stated)	-32%	-3%	8%	5.7%	-11%
O=C(COc1ccccc1-c1ccccc1)NNC(=O)NC1CCCCC1	-1%	-8%	4%	0.0%	-1%
CC1CCCN(C(C(=O)Nc2ccc3c(c2)OCCO3)c2ccccc2)C1 (configuration not stated)	17%	5%	5%	i	-3%
COc1ccc(-c2ccc(-c3nnn(CC(=O)N4CCOCC4)n3)cc2)cc1	0%	-1%	0%	i	1%
Cc1ccccc1C(=O)Nc1ccccn1	5%	8%	-11%	4.6%	-12%
Cc1cc2[nH]c(=O)c(=O)[nH]c2cc1S(=O)(=O)NCc1ccccc1	13%	-6%	19%	3.5%	-1%
O=C(Nc1ccccc1-c1ccccc1)c1cc(C(F)(F)F)cc(C(F)(F)F)c1	-9%	-4%	-10%	0.5%	3%
COc1ccc(OCCC(=O)c2ccc(OC)cc2)cc1	4%	-1%	?	i	?
COc1ccc(CNc2cc(NCCCO)c([N+](=O)[O-])c3nonc23)cc1	-2%	19%	11%	0.6%	-5%
COc1ccc(NC(=O)c2cc(-c3ccco3)nc3ccccc23)cc1	1%	16%	8%	i	0%
CSc1cccc(NC(=O)Nc2nc3c(C)cccc3s2)c1	-3%	21%	0%	0.9%	2%
c1ccc(CCSc2nccn2-c2ccccc2)cc1	-3%	5%	43%	2.0%	1%
CC1Sc2ccc(C(=O)NCc3ccccc3Cl)cc2NC1=O (configuration not stated)	/	-8%	-3%	i	3%
COc1ccc(NC(=O)c2ccco2)cn1	10%	1%	-4%	1.2%	-4%
COc1ccc(NS(=O)(=O)c2cc(NC(=O)c3cnccn3)ccc2N2CCCC2)cc1	-3%	-3%	12%	0.9%	0%
CCn1cnc2cc(NCc3cccs3)ccc21	1%	-3%	35%	1.1%	-3%
COc1cccc(OC)c1C(=O)Nc1cccc(-c2ccc(N3CCOCC3)nn2)c1	-4%	8%	8%	10%	-8%
COc1ccccc1CNS(=O)(=O)c1ccc(-c2cnc(C3CC3)o2)cc1	3%	-2%	3%	1.2%	5%
COc1cccc(C2CC(c3cccs3)=NN2C(=O)CSc2nc3c(cnn3-c3ccc(F)cc3)c(=O)[nH]2)c1OC (configuration not stated)	2%	-10%	11%	7.3%	-12%
COc1cc(/C(O)=C(\C#N)c2nc3ccccc3[nH]2)cc(OC)c1OC	-3%	-5%	29%	8.6%	?
CC(=O)c1ccc(OCCN2CCOCC2)cc1	-11%	-7%	5%	2.7%	2%
COC(=O)c1c(NC(=S)Nc2ccc(C(=O)N3CCOCC3)cc2)sc2c1CCC2	-8%	3%	?	i	-7%
COc1ccccc1NC(=O)CN1C(=O)CSC(C)C1=O (configuration not stated)	2%	1%	-15%	i	0%
CCOC(=O)c1cnc2ccc(C)cc2c1Nc1ccc(N2CCOCC2)cc1	0%	31µM*	/	8.3%	39%
C/C(=N\NS(=O)(=O)c1ccccc1)c1ccc2c(c1)OCO2	-3%	2%	-25%	0.5%	-7%
CNS(=O)(=O)c1cn(CC(=O)NCc2ccc(N(C)C)cc2)cc1S(=O)(=O)NC	0%	-11%	7%	0.2%	6%
CCOc1ccccc1N(CC(=O)NC1CCCCC1)C(=O)CCCC(=O)Nc1ccccn1	-17%	6%	24%	9.1%	1%
O=C(COc1ccccc1)N1CCN(C(=O)Cc2ccccc2)CC1	0%	-1%	-13%	0.7%	-13%
Cc1ccc(/C=N/NC(=O)NC23CC4CC(CC(C4)C2)C3)o1	-1%	7%	48%	8.2%	3%
CC(=O)Nc1nc(CCN2C(=O)c3ccccc3C2=O)cs1	9%	10%	-15%	0.6%	4%
Brc1ccc(-c2csc(N3CCc4ccccc4C3)n2)cc1	4%	8%	-12%	0.4%	-4%
Cc1ccc(C(=O)NCCNC(=O)c2ccco2)cn1	6%	-1%	-10%	i	-5%
CCCn1nnnc1NCc1cccc(OC)c1OCC	-5%	23%	-7%	i	2%
Cc1cccc2sc(N(CCCN(C)C)C(=O)c3ccc(S(=O)(=O)N4CCc5ccccc5C4)cc3)nc12	-16%	-5%	14%	0.5%	-11%

More records.
structure	PhoP GFP inhibition	H1N1 NS1A inhibition	M. tuberculosis	VEEV TC-83 Vero	H37Rv inhibition
CCn1ccnc1CN1CCCC(CO)(Cc2cccc(OC)c2)C1 (configuration not stated)	13%	10%	20%	i	4%
O=C(Nc1cccc(-c2cn3ccccc3n2)c1)c1cnccn1	-8%	3%	-7%	i	7%
Cc1ccc(C)c(OCCC(=O)OCC(=O)Nc2cccnc2Cl)c1	-4%	-11%	53%	5.4%	-6%
Cc1cc(/C=C2\C(=O)NC(=O)N(c3ccc(Cl)cc3)C2=O)c(C)n1C	-20%	6%	41%	0.7%	21%
C[C@@H]1CCC(=O)N(CC[C@H](Oc2ccccc2)c2ccccc2)CC1	-12%	6%	13%	i	0%
Cn1c(=O)oc2cc(S(=O)(=O)NCCc3ccccc3)ccc21	-4%	6%	8%	3.0%	0%
CC(=O)Nc1ccc(OCC(O)CNC2CCCC2)cc1 (configuration not stated)	-2%	15%	/	0.9%	/
O=C(Nn1cnc2ccccc2c1=O)c1ccccc1	-11%	5%	-4%	3.0%	2%
O=C(C[n+]1ccccc1)N/N=C/c1ccccc1Cl	/	-16%	9%	2.2%	-20%
COc1ccc(-c2nnc(NC(=O)c3ccc(S(=O)(=O)N4CCCc5ccccc54)cc3)o2)cc1	-8%	-1%	?	i	62%
O=C(Nc1ccc(-c2ccccc2)cc1)c1ccccc1	5%	-9%	8%	i	9%
COc1ccc(NC2CCCN(C(=O)CSc3ccccc3)C2)cc1 (configuration not stated)	4%	3%	21%	0.3%	7%
O=C(CSc1nnc(-c2ccncc2)o1)Nc1ccccc1C(F)(F)F	6%	3%	41%	i	6%
COc1cc2ccccc2cc1C(=O)NC(=S)Nc1cc(C(=O)O)ccc1C	/	0%	/	11%	/
Cn1nnnc1SCCNCc1ccncc1	4%	0%	2%	0.2%	-2%
Cc1cc(Cl)c(S(=O)(=O)N2CC(C)OC(C)C2)cc1OCC(N)=O (configuration not stated)	4%	14%	-10%	0.5%	-5%
Cc1[nH]nc(-c2ccc(OCc3cnn(-c4ccccc4)c3)cc2O)c1Oc1ccc(Cl)cc1	-7%	17%	-25%	i	-6%
COCCN1C(=O)c2ccccc2C(C(=O)NCCCN2CCCC2=O)C1c1c[nH]c2ccccc12 (configuration not stated)	/	-3%	/	i	/
COC(=O)CCCC1=CC2=CC(=O)C(C)(OC(=O)c3cccs3)C(=O)C2=CN1C1CCCCC1 (configuration not stated)	-3%	17%	22%	i	7%
CCCn1c(Nc2nc3ccccc3n2C)nc2ccccc21	4%	7%	?	i	83µM*
CCN(CC(=O)N1CCCC1)S(=O)(=O)c1cc(C)ccc1OC	-6%	1%	0%	1.6%	-5%
Cc1cc(O)ccc1N1C(=O)c2cccc3cc([N+](=O)[O-])cc(c23)C1=O	10%	-18%	-9%	i	5%
COc1ccc(C(=O)NCc2ccco2)cc1S(=O)(=O)N1CCOCC1	12%	-2%	-9%	2.2%	4%
Clc1ccc(-n2nnc(-c3ncc[nH]3)n2)cc1Cl	-6%	-5%	5%	0.5%	-4%
CC(C)(C)NC(=O)NC(=O)CSc1nncs1	0%	-10%	9%	i	-1%

Single records, from the list above. Values in the order: PhoP GFP inhibition, H1N1 NS1A inhibition, M. tuberculosis, VEEV TC-83 Vero, H37Rv inhibition
Cc1[nH]nc(-c2ccc(OCc3cnn(-c4ccccc4)c3)cc2O)c1Oc1ccc(Cl)cc1 as listed: -7%, 17%, -25%, i, -6%
CC(C)(C)NC(=O)NC(=O)CSc1nncs1 as listed: 0%, -10%, 9%, i, -1%
O=C(COc1ccccc1)N1CCN(C(=O)Cc2ccccc2)CC1 as listed: 0%, -1%, -13%, 0.7%, -13%

Additional records follow:
structure	PhoP GFP inhibition	H1N1 NS1A inhibition	M. tuberculosis	VEEV TC-83 Vero	H37Rv inhibition
Cc1ccsc1/C=N/NC(=O)CSCc1ccc(Cl)cc1	-17%	0%	27%	7.1%	-3%
O=C(CN1CCOCC1)Nc1ccc(NC(=O)c2ccccc2F)cc1	6%	0%	-8%	2.7%	-4%
Cc1ccc(-c2csc(N(CCCN3CCOCC3)C(=O)c3ccco3)n2)cc1	-10%	2%	-19%	7.0%	2%
CC(=O)N1CCN(CC(C)(C)NS(=O)(=O)c2ccc(C)cc2)CC1	-8%	8%	-6%	0.5%	0%
CC(=O)Nc1cccc(-c2cn3ccccc3n2)c1	7%	-3%	-22%	0.0%	-9%
Cc1cc(C)n(C(=O)CCCC(=O)n2nc(C)cc2C)n1	2%	-19%	-6%	1.7%	-9%
COC(=O)c1ccc(NC(=O)CN2CCOCC2)cc1	1%	17%	-5%	i	-4%
COCCOC(=O)c1c(C)n(C)c2ccc(OC(=O)N(C)C)cc12	0%	1%	-2%	1.1%	-3%
O=C(COC(=O)CSc1ccc(F)cc1)NCCCc1ccccc1	-3%	-5%	24%	2.1%	-2%
Cc1c(NC(=O)CN2C(=O)C(=O)c3ccccc32)c(=O)n(-c2ccccc2)n1C	4%	-4%	-1%	i	-3%
C=CCn1c(SCC(=O)Nc2ccc(N3CCOCC3)cc2)nnc1-c1ccncc1	-5%	2%	-12%	i	1%
O=C(NCC(=O)N1CCCC1)c1ccc(Cl)cc1	-4%	12%	15%	6.8%	11%
CN(C)C(=O)CCc1ccc2c3c([nH]c2c1)[C@]1(CCc2ccccc2)[C@@H](C(=O)N2CCCCC2)C[C@H](CC(=O)NC(C)(C)C)C(=O)N1CC3	/	4%	/	i	/

Bioassay records: PubChem BioAssay, Southern Research Specialized Biocontainment Screening Center
